Rad51 HR inh: human RAD51 strand exchange inhibitors, primary screen, biochemical, fluorescence | 200,000 tested, 0.085% active | AID 1385, 2008 | hRad51 DNA strand exchange, fluorescence dequenching | DNA repair protein RAD51 homolog 1 (Homo sapiens), Q06609 | inhibition, % at 10 µM;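 active = inhibition above 40% at the single screening dose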;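 note: 0% = DMSO control wells and 100% = blanks with heterologous ssDNA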
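System: hRad51 filaments on single-stranded DNA; reagent: Fluorescein- and BHQ1-tagged 47-mer duplex; compound dosing: one concentration, 10 µM final; timing: filaments 15 min 37 °C, then compound 30 min; measured by: fluorescein emission 520 nm, excitation 485 nm; benchmarks: per-plate controls and blanks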
EBV gp42 block: Epstein-Barr virus gp42 inhibitors, primary screen, biochemical, uHTS, fluorescence polarization; 220,000 tested, 0.42% active; Fluorescence polarization binding assay, mP read-out; inhibition, % (tested at 21.74 µM); AID 1085, 2008; in the data active = inhibition above about 50%
L929 necroptosis: inhibitors of zVAD-triggered necroptosis, primary screen, L929 cells. L929 zVAD necroptosis rescue, ATP luminescence, 24 h; with zVAD 60 µM. viability rescue, % at 10 µM. 220,000 tested, 0.38% active. AID 1377, 2008;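 active = activation, scaled between plate controls, above about 75%, limit read from the data; inactive = activation under that limit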;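 note: 0% = zVAD with DMSO and 100% = DMSO alone without zVAD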
eIF4E-4G inh: eIF4E–eIF4G protein interaction inhibitors, primary screen, biochemical, uHTS, TR-FRET, eIF4GI fragment; AID 782, 2007; 220,000 tested, 0.37% active; inhibition, % at 21.7 µM; TR-FRET eIF4E-eIF4GI(517-606) binding, 2 h;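 active = inhibition above about 30%, limit read from the data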;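 note: 0% = full FRET control wells and 100% = background wells lacking eIF4GI fragment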
Target sequence (P63073 whole entry, looked up, the tested form may be a part): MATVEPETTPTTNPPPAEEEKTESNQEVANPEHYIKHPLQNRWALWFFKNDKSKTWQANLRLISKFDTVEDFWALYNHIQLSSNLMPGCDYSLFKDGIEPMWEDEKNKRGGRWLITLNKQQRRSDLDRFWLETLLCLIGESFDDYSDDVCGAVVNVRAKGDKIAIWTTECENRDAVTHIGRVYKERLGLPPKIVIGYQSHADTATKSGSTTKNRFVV
Target sequence (Q04637 whole entry, looked up, the tested form may be a part): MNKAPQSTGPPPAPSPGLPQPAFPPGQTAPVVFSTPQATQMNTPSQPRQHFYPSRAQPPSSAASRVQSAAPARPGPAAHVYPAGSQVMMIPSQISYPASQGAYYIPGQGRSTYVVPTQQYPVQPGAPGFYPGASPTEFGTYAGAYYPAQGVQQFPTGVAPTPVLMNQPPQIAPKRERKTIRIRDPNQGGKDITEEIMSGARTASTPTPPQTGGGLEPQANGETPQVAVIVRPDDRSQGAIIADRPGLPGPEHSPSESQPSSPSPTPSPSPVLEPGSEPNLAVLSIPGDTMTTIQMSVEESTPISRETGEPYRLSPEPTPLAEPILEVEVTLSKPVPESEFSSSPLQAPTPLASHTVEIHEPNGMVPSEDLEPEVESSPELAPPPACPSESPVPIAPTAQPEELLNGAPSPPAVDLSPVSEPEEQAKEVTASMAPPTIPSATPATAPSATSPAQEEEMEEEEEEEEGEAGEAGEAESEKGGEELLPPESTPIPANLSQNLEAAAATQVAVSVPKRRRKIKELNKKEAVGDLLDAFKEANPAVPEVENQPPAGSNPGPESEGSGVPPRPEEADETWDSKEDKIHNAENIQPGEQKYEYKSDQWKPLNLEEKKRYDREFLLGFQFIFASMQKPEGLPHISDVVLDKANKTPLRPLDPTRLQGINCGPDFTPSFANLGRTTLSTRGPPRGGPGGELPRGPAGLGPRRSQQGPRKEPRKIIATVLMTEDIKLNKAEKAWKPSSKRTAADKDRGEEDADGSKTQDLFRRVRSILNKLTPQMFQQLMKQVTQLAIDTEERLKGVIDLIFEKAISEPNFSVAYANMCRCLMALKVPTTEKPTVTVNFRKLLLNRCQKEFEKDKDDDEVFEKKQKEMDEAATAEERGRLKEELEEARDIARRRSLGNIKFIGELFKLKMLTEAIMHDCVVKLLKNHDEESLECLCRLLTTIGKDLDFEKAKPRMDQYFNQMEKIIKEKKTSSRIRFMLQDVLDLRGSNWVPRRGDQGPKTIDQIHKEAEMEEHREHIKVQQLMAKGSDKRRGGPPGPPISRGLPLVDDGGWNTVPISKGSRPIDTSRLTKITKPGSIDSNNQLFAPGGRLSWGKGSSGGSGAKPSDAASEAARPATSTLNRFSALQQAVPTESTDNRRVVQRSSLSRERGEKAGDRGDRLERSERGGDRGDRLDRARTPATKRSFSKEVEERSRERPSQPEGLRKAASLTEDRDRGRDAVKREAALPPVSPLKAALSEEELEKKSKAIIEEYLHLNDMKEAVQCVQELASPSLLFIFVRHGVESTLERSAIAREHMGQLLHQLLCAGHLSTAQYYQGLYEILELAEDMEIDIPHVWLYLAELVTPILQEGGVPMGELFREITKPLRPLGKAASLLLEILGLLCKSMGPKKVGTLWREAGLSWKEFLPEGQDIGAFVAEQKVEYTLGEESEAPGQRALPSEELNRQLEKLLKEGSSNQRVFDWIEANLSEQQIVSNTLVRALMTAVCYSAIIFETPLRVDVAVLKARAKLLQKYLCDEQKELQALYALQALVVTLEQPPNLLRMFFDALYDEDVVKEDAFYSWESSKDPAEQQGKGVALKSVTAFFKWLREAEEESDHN
PERK inhibitor: block of dimerizer-induced PERK translation repression, primary screen, PERK inhibitor project, CHO PERK-DD cells, SEAP luminescence, HTS; Eukaryotic translation initiation factor 2-alpha kinase 3 (Homo sapiens), Q9NZJ5; CHO PERK-DD fusion, SEAP luminescence translation reporter; inhibition, % at 5.6 µM; 220,000 tested, 0.17% active; AID 1416, 2008;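 active = inhibition above the mean inhibition of all tested compounds plus 3 SD, set separately per screening campaign, cut at about 2.9% in these data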;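 note: PERK kinase domain activated by AP20187 dimerizer at 100 nM; 0% = DMSO with dimerizer and 100% = rapamycin at 8.4 µM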
Calpain2 inh: inhibitors of pig calpain II, primary screen, biochemical, fluorogenic peptide substrate, 1536-well; purified calpain II, 30 min; inhibition, % at 16 µM; 220,000 tested, 0.37% active; AID 1236, 2008;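 active = inhibition above about 50%, limit read from the data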
KCC2 mod: KCC2 cotransporter modulators, thallium flux, primary screen, cell-based, HEK293 KCC2, FluoZin-2 fluorescence, MLSMR. AID 1456, 2008. B-score of Tl+ flux slope (higher = more flux/activation; lower = inhibition) at 10 µM. 190,000 tested, 2.2% active. KCC2 cells, thallium flux FluoZin-2 fluorescence;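 active = thallium flux slope and its plate-corrected score both differing from the plate sample mean at a set confidence after two filtering rounds, in either direction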;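 note: slope of fluorescence scaled to starting intensity during 10 to 20 s after thallium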
Mdm2 ligase inh: MDM2-luciferase reporter signal enhancers, primary screen, MDM2 E3 ligase inhibitor project, cell-based, luminescence, 1536-well | 210,000 tested, 0.11% active | E3 ubiquitin-protein ligase Mdm2 (Homo sapiens), Q00987 | signal enhancement, % at 5 µM | cell-based MDM2 ubiquitination luciferase reporter, 2 h; 0 = plate control, 100 = twice control, blank-subtracted;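 active = signal enhancement of 30% or more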;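 note: luminescence tracks abundance of the self-degrading MDM2-luciferase fusion protein; higher signal means inhibition of MDM2 E3 ligase activity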
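Material: Stable MDM2–luciferase fusion reporter cells | Amount: 2000 cells seeded into each well | Dosing: One concentration, 5 µM, with 0.2% DMSO | Incubation: 4 h cell settling then 2 h compound exposure, 37 °C | Measured by: Luciferase luminescence | Read-out basis: % enhancement relative to plate controls after blank subtraction | Benchmarks: Control and blank well means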
TNF death inh: inhibitors of TNF-alpha triggered necroptosis, primary screen, cell-based, Jurkat FADD-/-, single concentration. Jurkat FADD-/- TNF necroptosis rescue, ATP luminescence, 24 h; 0 = TNF only, 100 = no-TNF cells. activation (protection from cell death), % at 10 µM. 220,000 tested, 0.068% active;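 active = activation, meaning protection from cell death, of at least 50% relative to plate controls; inactive = activation below 50%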;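 note: necroptosis triggered by 40 ng/mL TNF-alpha added together with compound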
Starred values were filed as active, the others as inactive; nt = not tested or not shown; [ ] = dose if it differs, or a comment.

SMILES | Rad51 HR inh | EBV gp42 block | L929 necroptosis | eIF4E-4G inh | PERK inhibitor | Calpain2 inh | KCC2 mod | Mdm2 ligase inh | TNF death inh
CCOc1ccc(/C(O)=C2\C(=O)C(=O)N(c3cc(C)on3)C2c2ccccc2OC)cc1 (configuration not stated) | 1 | 6 | -0.2 | -4 | -0.5 | 32 | -1.3 | -9 | -1.8
COC(=O)c1ccccc1S(=O)(=O)N(Cc1cc2ccc(OC)cc2[nH]c1=O)CC1CCCO1 (configuration not stated) | 7 | -5 | 2.4 | 1 | -1.0 | -34 | -0.23 | 2 | 1.1
O=C(NCc1ccccc1)C(=O)NCC1OCCN1S(=O)(=O)c1ccc2c(c1)OCCO2 (configuration not stated) | 2 | -17 | nt | -4 | 0.0 | -11 | -1.3 | nt | 1.1
CCOC(=O)c1sc(NC(=O)c2ccc3ncsc3c2)nc1C | -4 | -19 | -0.7 | -2 | 0.8 | -26 | -0.4 | -24 | 0.9
CC(=O)Nc1c(NC(C)C)c2ccccc2oc1=O | -6 | -19 | 0.1 | 10 | 0.8 | 3 | -0.055 | -1 | -2.4
Cc1ccc(C(=O)NNC(=O)CSc2nnc3c(n2)[nH]c2ccc(C)cc23)cc1 | -4 | -15 | 1.4 | -22 | -0.2 | 4 | 5.4* | -3 | -3.1
Cc1ccc(S(=O)(=O)CCc2nc3ccccc3s2)cc1 | 13 | -12 | -0.5 | 0 | -0.5 | 30 | -0.028 | -7 | -1.9
Cc1nn(-c2ccccc2)c(C)c1CCC(=O)O | -8 | -8 | 1.6 | -1[fluorescence artefact?] | 0.1 | 4 | 0.93 | -5 | 2.3
O=P(Cc1ccccn1)(c1ccccc1)c1ccccc1 | 1 | -11 | 1.1 | -6 | 0.5 | 13 | 2 | -8 | -0.9
O=C(CC12CC3CC(CC(C3)C1)C2)N/N=C\c1ccc[nH]1 | 9 | -3 | 11 | 0 | 1.0 | -7 | -1.3 | 0 | 1.0
Cc1sc(NC(=S)Nc2ccc(F)cc2)c(C(N)=O)c1C | 0 | -4 | 0.9 | -3 | 0.3 | -42 | 0.16 | -2 | 0.6
Clc1cccc2c1CCN(Cc1nc(-c3cnccn3)no1)C2 | -15 | -4 | 0.3 | 1 | -0.1 | -18 | 0.49 | -18 | 0.0
CC(C)(C)CN1CCNC(=O)C1CC(=O)N1CCC(C(=O)N2CCOCC2)CC1 (configuration not stated) | nt | -1 | -0.5 | 0 | -0.3 | -11 | -0.31 | -12 | -0.5
CN1CCc2c(sc(N)c2C(=O)O)C1 | -5 | 9 | 1.2 | 0 | -0.7 | -4 | -0.26 | 3 | 0.4
CN(C)CC/C=C1\c2cc(F)ccc2CSc2ccccc21 | 0 | 4 | 0.6 | 15 | -0.3 | -11 | 1 | -5 | 4.9
CCC(C)(C)NC(=O)CN(C(=O)CNS(=O)(=O)c1ccc(C)cc1)c1ccc2c(c1)OCCO2 | -4 | -2 | -0.4 | 3[fluorescence artefact?] | 0.6 | -2 | -0.71 | -8 | -0.8
S=C(NCc1ccc(Cl)cc1Cl)NC1CCCCC1 | nt | -7 | 0.3 | 5 | 1.0 | 12 | -0.053 | -1 | -16
O=[N+]([O-])c1cccc(-c2nc3ccc([N+](=O)[O-])cc3[nH]2)c1 | -3 | 13 | 1.2 | 7 | -0.1 | -46 | -0.0067 | -8 | -1.4
CCN(CCn1cccn1)Cc1cn[nH]c1-c1ccc(-c2ccccc2)cc1 | -45 | -7 | 20 | -2 | -1.0 | 20 | nt | -12 | 1.9
CC(=O)Oc1cccc(N2C(=O)C3C4C=CC(C4)C3C2=O)c1 (configuration not stated) | -8 | -7 | 0.2 | 3 | 1.2 | -42 | -0.026 | -9 | 3.7

With a hit mark in KCC2 mod, among the entries above:
structure,Rad51 HR inh,EBV gp42 block,eIF4E-4G inh,PERK inhibitor,Calpain2 inh,KCC2 mod
Cc1ccc(C(=O)NNC(=O)CSc2nnc3c(n2)[nH]c2ccc(C)cc23)cc1,-4,-15,-22,-0.2,4,5.4*

(further entries)
SMILES | Rad51 HR inh | EBV gp42 block | L929 necroptosis | eIF4E-4G inh | PERK inhibitor | Calpain2 inh | KCC2 mod | Mdm2 ligase inh | TNF death inh
Cc1cc([N+](=O)[O-])ccc1N(C)C | 20 | -1 | 0.3 | -3 | 0.9 | -7 | 0.38 | 2 | -1.8
CCN(CC)S(=O)(=O)c1ccc2nnn(O)c2c1 | 29 | -5 | 6.6 | 4 | 1.0 | -27 | 0.23 | -24 | -0.3
CCOC(=O)C(C)Oc1cccc2c(=O)n(CC(=O)NCc3ccco3)ccc12 (configuration not stated) | -3 | -7 | -0.4 | 8 | 0.5 | -16 | 0.014 | -9 | -8.8
COc1ccccc1N1CCN(c2ccc(-c3ccccc3)nn2)CC1 | 7 | -5 | 0.2 | 5 | -0.8 | 21 | -1.4 | -56 | -17
CC(=O)Nc1cccc(NC(=O)Nc2cccc(Cl)c2C)c1 | nt | -8 | 1.3 | -2 | 0.2 | -18 | 2.1 | -16 | -0.4
CCOC(=O)c1[nH]c(C)c(CN(C(C)=O)c2ccc(OCC)cc2)c1C | -11 | 6 | -0.5 | 1 | -0.5 | 12 | -0.62 | -3 | -3.4
O=S(=O)(NC1c2cccc3cccc(c23)C1N1CCN(CCO)CC1)c1ccccc1 (configuration not stated) | -12 | -32 | 2.0 | nt | 0.3 | -27 | 2.3 | -11 | -2.2
Nc1nonc1C(=O)N/N=C/c1ccc(Br)o1 | -7 | -18 | 0.1 | 4 | 1.0 | -9 | 0.37 | -3 | 1.5
COc1ccc(NC(=O)CSc2n[nH]c(N)n2)cc1OC | 26 | -17 | 0.6 | 2 | 2.4 | 3 | 2.2 | -7 | -0.3
Clc1ccc(-c2nnc3sc(-c4ccc(Br)o4)nn23)cc1 | nt | -13 | 0.1 | -31 | 1.6 | -31 | nt | -5 | -1.0
CCOC(=O)c1c(C)[nH]c(C)c1C(=O)CSc1nnc(-c2cc(OC)c(OC)c(OC)c2)o1 | -4 | -14 | -0.1 | 3[fluorescence artefact?] | 3.2* | -13 | 1.4 | -13 | -1.8
COc1nc(-c2cccc([N+](=O)[O-])c2)nc2ccccc12 | nt | 6 | 0.1 | 0 | 0.8 | -8 | -0.36 | 0 | 0.1
Cc1cccc2sc(N(CCCN(C)C)C(=O)c3cc4ccccc4oc3=O)nc12 | -2 | -5 | 1.4 | 1 | -0.6 | -8 | -0.38 | -8 | 6.0
CC(C)C(c1nnnn1Cc1ccccc1)N1CCN(Cc2ccco2)CC1 (configuration not stated) | 5 | -7 | 1.1 | 2 | -0.3 | -17 | 0.024 | -14 | -1.9
CCC(C)(C)n1nnnc1C(c1ccc2ncccc2c1)N1CCN(c2nc3ccccc3s2)CC1 (configuration not stated) | -9 | 3 | 0.4 | 1 | -0.5 | -176 | nt | 12 | -11
Nc1c(C(=O)NCCN2CCOCC2)c2nc3ccccc3nc2n1-c1ccc2c(c1)OCO2 | -5 | -3 | 12 | 2 | 0.1 | -78 | -0.96 | 3 | -3.8
CCC(=O)Nc1sccc1C(=O)OC | -11 | -8 | -0.6 | -8 | 0.2 | 0 | 1.4 | -2 | 1.4
CC1=NN(C(C#N)c2ccccc2)C(c2ccccc2)C1 (configuration not stated) | 16 | -24 | 0.5 | 3 | -1.4 | 9 | 0.28 | -18 | 0.5
CS(=O)(=O)N1Cc2ccccc2CC1C(=O)Nc1ccccc1C(N)=O (configuration not stated) | -5 | -9 | 0.6 | 3[fluorescence artefact?] | -0.2 | 7 | nt | -12 | -0.3
Cc1cc(C)c(C(=O)OCCNC(=O)c2cccnc2)cc1C | 1 | -12 | 0.0 | 4 | -1.3 | 21 | -1.1 | -15 | -1.9
CCOCc1cn(CC(=O)c2ccc(Cl)cc2)c(C)nc1=N | -8 | -10 | 0.9 | 1 | 0.6 | 4 | -0.53 | -3 | -1.0
CN(C)/C=N/c1c(C#N)cnn1-c1ccc(C(F)(F)F)cn1 | 0 | -27 | 0.7 | -3 | -0.1 | -9 | -0.16 | 3 | -0.5
CCOC(=O)C(N)CSC1CC(=O)N(c2ccc(C(=O)OC)cc2)C1=O (configuration not stated) | 4 | 1 | 0.3 | 1 | 1.1 | -9 | nt | -11 | -3.2
Nn1c(-c2cccc(Br)c2)n[nH]c1=S | -1 | -8 | 0.3 | -8 | 1.1 | 11 | 0.045 | 11 | -1.8
Cc1ccc2c(c1)C1CN(C)CCC1N2C(=O)COc1ccccc1F (configuration not stated) | 13 | -18 | 0.9 | -8 | 1.1 | 20 | -0.22 | nt | 2.6
NC(=O)c1ccc(-n2nnnc2SCC(=O)Nc2ccc(N3CCOCC3)c(Cl)c2)cc1 | nt | -5 | -0.4 | -9 | 0.0 | 11 | 0.62 | -4 | -0.1
Cc1ccccc1OCC(O)CN(CCO)Cc1ccccc1 (configuration not stated) | nt | -7 | -1.0 | 1 | 0.0 | 13 | nt | -8 | 1.7
CN(C)C(=O)CSc1nnc(Cc2ccc([N+](=O)[O-])cc2)o1 | -2 | -16 | 0.2 | -2 | 0.1 | 12 | nt | 8 | -3.5
CCC(C(=O)O)n1c(C(F)(F)F)nc2ccccc21 (configuration not stated) | -1 | -8 | 0.2 | 1 | 0.8 | 11 | nt | 3 | -2.0
O=C(NC(=S)Nc1ccc(F)cc1)c1ccc2c(c1)OCCO2 | -7 | -1 | 1.0 | -5 | 0.7 | 21 | 2.3 | -9 | -5.8
C/C(=N\NC(=O)C(O)(c1ccccc1)c1ccccc1)c1ccc(C)o1 | -25 | -20 | 0.4 | 2[fluorescence artefact?] | 1.0 | 0 | nt | -39 | 1.7
CC(C)CC(C(=O)O)N1C(=O)C2C3CC(C2C1=O)C1C(c2ccccc2)c2sc(=O)[nH]c2SC31 (configuration not stated) | 3 | -14 | 0.9 | 1 | 0.3 | 6 | -0.82 | -10 | 1.3

3 compounds already listed, sorted by count of non-hydrogen atoms, rising.
SMILES | Rad51 HR inh | EBV gp42 block | L929 necroptosis | eIF4E-4G inh | PERK inhibitor | Calpain2 inh | KCC2 mod | Mdm2 ligase inh | TNF death inh
CC1=NN(C(C#N)c2ccccc2)C(c2ccccc2)C1 (configuration not stated) | 16 | -24 | 0.5 | 3 | -1.4 | 9 | 0.28 | -18 | 0.5
CC(=O)Nc1cccc(NC(=O)Nc2cccc(Cl)c2C)c1 | nt | -8 | 1.3 | -2 | 0.2 | -18 | 2.1 | -16 | -0.4
CS(=O)(=O)N1Cc2ccccc2CC1C(=O)Nc1ccccc1C(N)=O (configuration not stated) | -5 | -9 | 0.6 | 3[fluorescence artefact?] | -0.2 | 7 | nt | -12 | -0.3
